Compound activity from PubChem.
hERG WT inh: KCNH2 (human, wildtype) channel inhibition | 340,000 compounds, 0.37% hits | activity change, % at 1.84 µM | AID 720551 | U2OS, BacMam KCNH2, thallium flux FluxOr; active compounds read low;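 active = maximum activity change below -70%; inconclusive = maximum activity change between -70% and -50%; inactive = maximum activity change above -50%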
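U2OS cells were transduced with wild-type KCNH2 virus (2.03 x 10^8 / mL) for 4 h at room temperature, then cultured overnight at 37 C. Thallium flux was read with FluxOr dye. Rate constants were normalized to DMSO controls.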
Giardia killer: Giardia lamblia killing | Giardia lamblia trophozoite viability | activity change, % at 7.66 µM, hits read low | 340,000 compounds, 0.15% hits | AID 540267; in the data active = activity change below about -80%; inconclusive = between about -30% and that limit;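 note: parasites exposed to compound for two days anaerobically before the ATP read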
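Each well holds 100 Giardia trophozoites and compound. After two days (48 hrs) at 37 deg C in anaerobic conditions, ATP is quantified by luminescence.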
uPA generation: blocks generation of uPA at the cell surface. cell surface uPA generation assay, qHTS. Potency, µM (highest dose often 38.3 µM), inactives show at the top dose activity change, negative = inhibition, most hits filed as inhibitors. 330,000 compounds, 0.31% hits; active = well fitted inhibition curve with a large enough effect; inconclusive = small, poorly fitted or top-dose-only effect; inactive = no such curve, though single readings can be large or run the other way; tested in mouse RAW 264.7 cells; note: potency is the fitted concentration of half-maximal effect; nearly all actives have a fitted effect of over 55% in size
B2AR arrestin: recruits beta-arrestin to the human beta2-adrenergic receptor. beta-arrestin recruitment to beta2AR, cell-based reporter. Potency, µM (doses to about 46.1 µM), inactives show at the highest dose activation, most hits filed as activators. 330,000 compounds, 0.02% hits. AID 492947;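 note: potency is the fitted concentration of half-maximal effect; 0% = DMSO controls and full agonism = EC100 isoproterenol or metaproterenol; nearly all actives have a fitted effect of over 65% in size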
Eya2 phos inh: blocks the phosphatase activity of human Eya2 | recombinant Eya2, OMFP fluorescence dephosphorylation (OMFP is methylfluorescein phosphate) | 330,000 compounds, 0.006% hits | O00167 | Potency, µM (top dose mostly 76.9 µM), for inactives: at the top dose activity, negative = inhibition, hits mostly inhibitors; note: potency is the fitted concentration of half-maximal effect
Target sequence (O00167 whole entry, looked up): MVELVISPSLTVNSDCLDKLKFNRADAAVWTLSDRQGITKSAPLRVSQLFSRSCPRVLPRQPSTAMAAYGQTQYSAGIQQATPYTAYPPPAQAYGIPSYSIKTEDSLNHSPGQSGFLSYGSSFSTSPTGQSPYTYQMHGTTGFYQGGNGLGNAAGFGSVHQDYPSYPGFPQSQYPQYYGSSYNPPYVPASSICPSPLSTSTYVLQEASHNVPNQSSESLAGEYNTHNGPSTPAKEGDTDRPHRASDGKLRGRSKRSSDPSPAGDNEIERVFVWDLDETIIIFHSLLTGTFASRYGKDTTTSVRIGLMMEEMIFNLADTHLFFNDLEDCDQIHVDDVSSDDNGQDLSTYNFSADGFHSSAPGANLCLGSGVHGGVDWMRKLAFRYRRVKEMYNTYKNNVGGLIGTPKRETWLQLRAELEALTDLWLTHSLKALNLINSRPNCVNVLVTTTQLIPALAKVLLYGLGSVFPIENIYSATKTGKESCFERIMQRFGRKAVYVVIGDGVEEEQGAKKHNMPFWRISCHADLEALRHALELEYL
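Eya2 (0.2 uM) preincubated 10 min at ambient with compound, then OMFP substrate added at 50 uM; 10 min reaction in 50 mM HEPES pH 7.5, 50 mM NaCl, 5 uM MgCl2, 0.05% BSA, 1 mM DTT. Fluorescence read at Ex 485/Em 525 nm.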
PKM2 activator: PKM2 (human) enzyme activation; P14618; purified PKM2, Kinase-Glo ATP luminescence, activation; response scale: 0% is enzyme alone, no compound; Potency, µM (doses to about 57.5 µM), without a hit: top-dose activation, usual class: activators; 260,000 compounds, 0.34% hits; AID 1631; note: potency is the fitted concentration of half-maximal effect; nearly all actives have a fitted effect of over 55% in size
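Purified hPK-M2 (>95% pure) converted ADP (0.1 mM final) to ATP with 0.5 mM PEP in 50 mM imidazole pH7.2, KCl, MgCl2, Tween 20, BSA; 1 h at room temperature. ATP detected by Kinase-Glo luminescence.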
USP2a inh: USP2a (human) protease inhibition | 330,000 compounds, 0.01% hits | USP2 core, Ub-CHOP2 coupled fluorogenic reporter, 485/531 | Potency, µM (series often up to 38.3 µM), without a hit: top-dose activity change, negative = inhibition, usual class: inhibitors | O75604 | AID 463254;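 note: potency is the fitted concentration of half-maximal effect; plate controls were DMSO wells for no effect and full inhibition by NEM control for full effect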
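USP2 core (10nM final) preincubated 30min RT with compound in 20mM Tris-HCl pH 8.0, 2mM CaCl2, 2mM beta-mercaptoethanol, 0.05% CHAPS; 25nM Ub-CHOP2 plus 25nM reporter substrate added, fluorescence (Ex485/Em531) read after 60min.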
Chronic BCR inh: chronic active BCR signaling inhibition; ABC-DLBCL IkBa-CBG/CBR reporter, luminescence ratio, 4 h; Potency, µM (highest dose often 46.1 µM), for the others: at the top dose ratio change, negative = lower green/red ratio, most hits filed as inhibitors; 340,000 compounds, 0.05% hits; AID 493014; active = well fitted inhibition curve with a large enough effect in the signal ratio, with a control signal flat, not every such curve was filed as active; inconclusive = small, poorly fitted or top-dose-only effect, or effect the other way, or a change in a side signal; the % refers to the signal ratio;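 note: potency is the fitted concentration of half-maximal effect; plate controls were basal doxycycline-induced cells for no effect and cells given 10 µM MG132 for full effect; MG132 reads +100%, hits lower the ratio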
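Compounds up to 46 uM were incubated four hours with TMD8 cells whose green CBG68 luciferase is fused to IkappaBalpha; red CBR luminescence normalised the signal, and concentration-effect curves were fitted to fusion, red and ratio data.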
KCNH2 3.1 inh: blocks the human KCNH2 3.1 channel isoform; U2OS KCNH2 3.1, thallium flux FluxOr; active compounds read low; activity change, % (tested at about 1.8 µM); 340,000 compounds, 0.95% hits; AID 720553;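 active = maximum activity change below -70%; inconclusive = maximum activity change from -70% to -50%; inactive = maximum activity change above -50%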;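 note: thallium influx rate constant from kinetic fluorescence after stimulation buffer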
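U2OS cells transduced with KCNH2 3.1 mutant virus (1.77 x 10^8 /mL, 4 h), plated overnight at 37 C, loaded 45 min with FluxOr dye plus Red40 quencher. Thallium flux rate constant from kinetic reads after stimulation buffer, normalised to controls.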
GALK inh: inhibitors of human galactokinase | P51570 | Potency, µM (top dose mostly 57.5 µM), for the others: top-dose activity change, negative = inhibition, most hits filed as inhibitors | 270,000 compounds, 0.007% hits | Purified GALK, Kinase-Glo residual ATP luminescence | AID 1868; note: potency is the fitted concentration of half-maximal effect
Target sequence (P51570 whole entry, looked up): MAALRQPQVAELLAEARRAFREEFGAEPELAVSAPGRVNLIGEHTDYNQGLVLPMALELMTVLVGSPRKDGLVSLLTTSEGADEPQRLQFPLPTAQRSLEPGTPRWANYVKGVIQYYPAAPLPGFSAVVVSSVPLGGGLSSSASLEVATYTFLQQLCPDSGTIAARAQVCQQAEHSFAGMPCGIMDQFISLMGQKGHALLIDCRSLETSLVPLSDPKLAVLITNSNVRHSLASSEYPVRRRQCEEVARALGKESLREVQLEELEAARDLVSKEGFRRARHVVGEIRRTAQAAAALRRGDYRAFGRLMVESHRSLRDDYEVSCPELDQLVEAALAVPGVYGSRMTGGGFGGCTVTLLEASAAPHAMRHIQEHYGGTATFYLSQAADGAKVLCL
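Quantitative HTS: GALK 5 nM, ATP 35 uM, galactose 100 uM, 1 h room temperature, then luciferase-based ATP detection.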
Coupling enz: coupling enzyme interference in Giardia aldolase counter-screen; coupling enzyme system counterscreen, AmpLite Red fluorescence; activity change, negative = inhibition, % at 58.2 µM, hits read low; 290,000 compounds, 0.67% hits; AID 2472; in the data active = activity change below about -30%
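Coupling enzymes only (glyceraldehyde-3-phosphate) + compound, at 57.5 uM final, 10 min RT; add substrate/coupling/AmpLite Red mix, 20 min RT; fluorescence ex 525/em 598 nm. Actives flag coupling-system interference.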
Numbers without * were called inactive; u = inconclusive; x = not tested or not shown. Unless noted, calls come from the whole dose curve; as a rule, active = well fitted curve in the direction sought with a large enough effect; inconclusive = small, poorly fitted or top-dose-only effect, or another doubt; inactive = no such curve, though single readings can be large; an effect the other way counts as inactive or inconclusive. Unless noted, % is set by controls: 0 for no effect and ±100 for the full control effect.

SMILES	hERG WT inh	Giardia killer	uPA generation	B2AR arrestin	Eya2 phos inh	PKM2 activator	USP2a inh	Chronic BCR inh	KCNH2 3.1 inh	GALK inh	Coupling enz
CC(C)C(NS(=O)(=O)c1cccc2nsnc12)C(=O)NCCC1=CCCCC1 (stereo not given)	3	-4	2%	-0.7%	-16%	-6%	0%	-2%	-29	1%	5
COc1ccc(NC(=O)NNC(=O)c2ccc(-c3ccccc3)cc2)cc1	1	-13	5%	-1.0%	9%	-8%	-1%	6%	17	-2%	-1
O=C(c1ccco1)N(Cc1ccc(Cl)cc1)C1CCS(=O)(=O)C1 (stereo not given)	-13	9	-11%	0.1%	1%	x	1%	-13%	3	0%	x
COc1ccccc1CNC(=O)COC(=O)c1cccc(S(=O)(=O)N2CCCC2)c1	-7	-6	-1%	-0.6%	2%	-1%	0%	2%	4	-6%	x
Cn1c(CNC(=O)c2ccco2)nnc1SCC(=O)N1CCN(c2ccccc2F)CC1	10	3	1%	-0.3%	4%	x	2%	-6%	4	0%	-1
CCCCOC(=O)c1ccc(NC(=O)c2cnccn2)cc1	-5	7	1%	0.0%	-12%	7%	2%	u	-30	-4%	2
O=C(Cn1cncn1)c1ccc(F)cc1F	1	-15	1%	0.0%	5%	0%	-1%	2%	5	1%	1
COc1ccc(Nc2ncnc3ccccc23)cc1	5	-18	-6%	-0.1%	7%	0%	1%	8%	6	-2%	-2
COc1cc(Cl)c(C)cc1NC(=O)CSc1nnc(CN2CCCC2)o1	-2	-1	19%	0.1%	2%	x	0%	-1%	-4	x	x
Cc1ccc(-c2nc(N)c3c(-c4ccc(C)cc4)nn(C(C)(C)C)c3n2)cc1	8	25	4%	0.0%	-41%	12%	2%	3%	-5	0%	2
CC(=O)N1CCN(S(=O)(=O)c2cccc(C(=O)OCc3ccc(C(C)(C)C)cc3)c2)CC1	4	-9	u	0.2%	11%	x	1%	3%	-15	x	x
CCOC(=O)c1c(C)[nH]c(N=Nc2ccccc2C)c1C	-6	3	-1%	-1.0%	11%	5%	2%	u	-9	-1%	-4
O=C(O)C1C2CC3C(OC(=O)C31)C2Cl (stereo not given)	0	-1	2%	-1.3%	5%	1%	0%	3%	9	2%	-1
Cn1cnc(S(=O)(=O)Nc2ccc(Cl)c(C(F)(F)F)c2)c1	3	8	-5%	-1.2%	1%	0%	2%	0%	3	-4%	10
O=C1c2ccccc2C(Nc2ccc(S(=O)(=O)N3CCOCC3)cc2)N1c1ccccn1 (stereo not given)	-1	-8	6%	0.5%	-7%	-3%	-2%	0%	5	0%	-11
COc1cc(CNC2CCCC2)cc(OC)c1OC	-22	12	5%	-0.3%	15%	-4%	1%	0%	8	-1%	3
NCCCC[C@H](N)c1nnc([C@H](CC(=O)O)NC(=O)C2CCNCC2)o1	-16	-7	10%	-0.5%	6%	-2%	2%	-8%	-5	1%	1
CCCN(CCC)S(=O)(=O)c1ccc(NS(C)(=O)=O)cc1	33	-7	2%	0.0%	2%	3%	1%	u	16	0%	2
CCOC(=O)Cn1cnc(-c2ccc([N+](=O)[O-])cc2)c1	1	14	1%	0.0%	-6%	-4%	-4%	-11%	0	0%	-1
CCOC(=O)NC(C)N1C(=O)C2C3C=CC(C3)C2C1=O (stereo not given)	-16	-18	4%	-0.1%	-2%	-1%	5%	-14%	3	-3%	0
Cc1c(Cl)cccc1NC(=S)N1CCN(Cc2ccccc2)CC1	3	-2	-2%	0.4%	-5%	-7%	-1%	u	-2	0%	1
Cc1cc(N2C(=O)C3CCC(c4ccccc4)CC3C2=O)no1 (stereo not given)	10	u	2%	-0.3%	-5%	1%	3%	u	-14	0%	-2
CCOC(=O)c1cnc2ccc(OCC)cc2c1NCCN1CCOCC1	-3	9	-4%	-0.3%	-4%	9%	0%	14%	-4	1%	-1
Cc1ccnc(NC(=O)c2ccc(Cl)c(NC(=O)c3ccccc3C)c2)c1	-1	-3	-2%	-0.2%	4%	0%	-1%	-5%	-8	-1%	0
OCCCNc1c2ccccc2nc2ccccc12	13	7	-5%	0.1%	0%	x	4%	u	-16	1%	0
Cc1nc(-c2ccccc2O)n(-c2ccccc2)n1	1	2	0%	0.0%	4%	-12%	-3%	-24%	8	-2%	4
O=C1N=NC2=C1c1c3ccccc3c(O)n1CC2	1	4	2%	0.6%	27%	-2%	3%	-20%	-2	9%	0
CCc1nnc(NC(=O)CSc2nnc(Cc3cccn3C)n2C)s1	3	20	7%	-0.4%	-8%	-1%	2%	-2%	13	3%	0
CCCc1cc(=O)oc2cc(C)cc(OC(C)C(=O)NCc3ccccn3)c12 (stereo not given)	-4	4	3%	0.2%	-6%	x	2%	-1%	2	4%	x
O=C(Nc1ccon1)c1cc2ccccc2oc1=O	-23	-1	x	2.8%	-8%	-16%	0%	12%	-9	0%	3
CN(C(=O)Nc1cnccc1C(F)(F)F)C1CCCCC1	2	-12	-1%	0.0%	-15%	0%	-2%	u	25	-2%	1
CC(=O)N(C)c1ccc(NS(=O)(=O)Cc2ccccc2)cc1	-5	-5	1%	0.5%	9%	-9%	1%	0%	1	2%	6
Cc1c(O)c2c3c(cccc3c1O)C(=O)N(c1ccccc1)C2=O	-10	-2	-8%	0.2%	u	4%	u	-5%	7	x	3
Cc1oc(-c2ccccc2F)nc1CN1CCC(C(=O)NCc2cccs2)CC1	48	5	-3%	1.1%	12%	-1%	1%	u	5	4%	2
CC(C)C(C)(C#N)NC(=O)CSc1nncn1-c1ccccc1 (stereo not given)	0	-12	0%	-1.9%	7%	-7%	2%	1%	6	9%	2
O=C(COc1nc2ccccc2nc1N1CCOCC1)NCC(F)(F)F	0	-23	6%	-0.3%	8%	-1%	2%	-7%	2	-1%	2
Cn1c(SCC(=O)c2ccccc2)ncc(C(=O)Nc2ccc(F)cc2)c1=O	3	7	0%	-0.3%	-2%	x	0%	0%	-10	x	x
CNCCC(Oc1ccccc1OC)c1ccccc1 (stereo not given)	77	11	-6%	x	-1%	x	x	x	-32	x	x
CCOc1ccccc1N/C=C(\C#N)c1nc2ccccc2n1C	-11	5	x	-1.1%	-5%	-11%	1%	u	6	0%	-1
O=C(COC(=O)c1ccc(S(=O)(=O)NCc2ccco2)cc1)Nc1ccccc1OC(F)F	-11	-3	0%	0.2%	-21%	-19%	0%	-5%	4	2%	-1

Ordered by heavy-atom count (highest first): part of the list above
SMILES	hERG WT inh	Giardia killer	uPA generation	B2AR arrestin	Eya2 phos inh	PKM2 activator	USP2a inh	Chronic BCR inh	KCNH2 3.1 inh	GALK inh	Coupling enz
O=C(COC(=O)c1ccc(S(=O)(=O)NCc2ccco2)cc1)Nc1ccccc1OC(F)F	-11	-3	0%	0.2%	-21%	-19%	0%	-5%	4	2%	-1
Cn1c(SCC(=O)c2ccccc2)ncc(C(=O)Nc2ccc(F)cc2)c1=O	3	7	0%	-0.3%	-2%	x	0%	0%	-10	x	x
O=C(COc1nc2ccccc2nc1N1CCOCC1)NCC(F)(F)F	0	-23	6%	-0.3%	8%	-1%	2%	-7%	2	-1%	2
CCOc1ccccc1N/C=C(\C#N)c1nc2ccccc2n1C	-11	5	x	-1.1%	-5%	-11%	1%	u	6	0%	-1
CC(C)C(C)(C#N)NC(=O)CSc1nncn1-c1ccccc1 (stereo not given)	0	-12	0%	-1.9%	7%	-7%	2%	1%	6	9%	2
CC(=O)N(C)c1ccc(NS(=O)(=O)Cc2ccccc2)cc1	-5	-5	1%	0.5%	9%	-9%	1%	0%	1	2%	6
CN(C(=O)Nc1cnccc1C(F)(F)F)C1CCCCC1	2	-12	-1%	0.0%	-15%	0%	-2%	u	25	-2%	1
CNCCC(Oc1ccccc1OC)c1ccccc1 (stereo not given)	77	11	-6%	x	-1%	x	x	x	-32	x	x
O=C(Nc1ccon1)c1cc2ccccc2oc1=O	-23	-1	x	2.8%	-8%	-16%	0%	12%	-9	0%	3
